PREPL inh: human PREPL enzyme inhibition | Q4J6C6 | inhibition, % at 5.96 µM | hit rate 0.68% among 320,000 | recombinant PREPL, fluorescence polarization activity-based probe; in the data active = inhibition above about 43%;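 also: 0% = enzyme with DMSO and 100% = wells lacking enzyme; many of its hits are not listed in these tables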
PAFAH1B2 inh: blocks human PAF acetylhydrolase 1b catalytic subunit 2; hit rate 1.2% among 340,000; recombinant PAFAH1B2, FP-rhodamine activity probe, fluorescence polarization; inhibition, % at 3.39 µM; AID 492953;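 active = inhibition above the mean of all tested compounds plus 3 SD, cut at about 24% in these data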;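 also: 0% = enzyme with DMSO and 100% = wells lacking PAFAH1B2; many of its hits are not listed in these tables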
LYPLA2 counter: counter-screen for PME1 inhibitors: inhibitors of human LYPLA2. recombinant LYPLA2, FP-Rh probe fluorescence polarization. inhibition, % at 5.9 µM. hit rate 0.38% among 320,000;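 active = inhibition above the screen-wide mean plus 3 SD, limit set per campaign, cut at about 26% in these data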;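 also: 0% = LYPLA2 with DMSO and 100% = wells lacking LYPLA2 enzyme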
Target sequence (O95372 whole entry, looked up): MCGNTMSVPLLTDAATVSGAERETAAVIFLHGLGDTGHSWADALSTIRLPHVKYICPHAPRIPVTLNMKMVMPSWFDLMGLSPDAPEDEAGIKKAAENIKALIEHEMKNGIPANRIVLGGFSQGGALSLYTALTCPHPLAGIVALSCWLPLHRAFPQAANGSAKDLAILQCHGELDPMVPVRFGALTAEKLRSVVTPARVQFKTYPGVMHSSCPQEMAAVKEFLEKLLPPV
ZTA counter: counter-screen for EBNA-1 inhibitors: inhibitors of Epstein-Barr virus ZTA. inhibition, % at 11 µM. AID 2234. ZTA-DNA binding, fluorescence polarization. hit rate 0.15% among 320,000; in the data active = inhibition above about 33%
Target sequence (P03206 whole entry, looked up): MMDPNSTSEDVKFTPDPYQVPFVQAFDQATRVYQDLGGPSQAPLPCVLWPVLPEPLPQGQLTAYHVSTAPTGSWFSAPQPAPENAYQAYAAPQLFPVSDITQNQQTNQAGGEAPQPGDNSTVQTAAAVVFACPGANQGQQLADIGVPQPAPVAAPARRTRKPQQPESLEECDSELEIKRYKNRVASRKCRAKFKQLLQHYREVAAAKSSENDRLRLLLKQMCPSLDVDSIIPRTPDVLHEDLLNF
PAFAH1B3 inh: PAFAH1B3 (human) inhibition; AID 492972; inhibition, % at 3.39 µM; Q15102; recombinant PAFAH1B3, FP-rhodamine probe, fluorescence polarization; hit rate 0.28% among 340,000;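 active = inhibition above the screen-wide average of all tested compounds plus 3 SD, cut at about 25% in these data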;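 also: 0% = enzyme with DMSO only and 100% = wells lacking PAFAH1B3 protein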
PAFAH2 inh: inhibitors of human PAFAH2 | inhibition, % at 3.39 µM | Q99487 | hit rate 0.99% among 340,000 | recombinant PAFAH2, FP-rhodamine activity probe, fluorescence polarization;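 active = inhibition above the mean over all tested compounds plus 3 SD, cut at about 30% in these data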;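 also: inhibitors block probe labeling of enzyme so polarization drops; 0% = enzyme with DMSO and 100% = wells lacking PAFAH2 protein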
EBNA-1 inh: blocks EBNA-1 binding to DNA; EBNA-1 DNA binding, fluorescence polarization; inhibition, % at 14.8 µM; hit rate 0.34% among 300,000; AID 1950; in the data active = inhibition above about 28%
LYPLA1 inh: blocks human lysophospholipase 1, a PME1 counter-screen; hit rate 0.16% among 320,000; recombinant LYPLA1, FP-Rh probe fluorescence polarization; inhibition, % at 5.9 µM; AID 2174;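 active = inhibition above the mean of all tested compounds plus 3 SD, set per campaign, cut at about 14% in these data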;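 also: inhibitors block serine hydrolase probe labeling of LYPLA1 so polarization falls; 0% = enzyme with DMSO and 100% = wells lacking LYPLA1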
pPAFAH inh: inhibitors of human plasma PAF acetylhydrolase (pPAFAH); Q13093; recombinant pPAFAH, FP-rhodamine probe fluorescence polarization; inhibition, % at 3.39 µM; hit rate 1.5% among 330,000; AID 463082;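 active = inhibition above the mean inhibition across the screen plus 3 SD, cut at about 25% in these data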;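 also: inhibitors block binding of the rhodamine activity-based probe so polarization drops; 0% = enzyme with DMSO and 100% = wells lacking pPAFAH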
Target sequence (Q13093 whole entry, looked up): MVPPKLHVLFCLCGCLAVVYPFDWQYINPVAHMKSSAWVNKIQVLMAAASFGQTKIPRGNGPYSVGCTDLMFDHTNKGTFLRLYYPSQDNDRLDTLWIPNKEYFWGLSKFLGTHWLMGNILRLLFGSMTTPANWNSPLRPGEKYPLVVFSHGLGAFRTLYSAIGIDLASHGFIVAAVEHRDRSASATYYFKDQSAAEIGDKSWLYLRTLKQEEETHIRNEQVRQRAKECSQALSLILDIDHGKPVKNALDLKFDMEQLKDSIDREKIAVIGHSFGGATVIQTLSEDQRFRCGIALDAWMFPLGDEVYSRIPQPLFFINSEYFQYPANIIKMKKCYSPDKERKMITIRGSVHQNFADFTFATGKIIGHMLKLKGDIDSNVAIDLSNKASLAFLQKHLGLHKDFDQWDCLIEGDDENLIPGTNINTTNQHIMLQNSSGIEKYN
An asterisk follows results filed as active; nt = no result given. This is a subset; count on the stated rates, not on these rows.

SMILES	PREPL inh	PAFAH1B2 inh	LYPLA2 counter	ZTA counter	PAFAH1B3 inh	PAFAH2 inh	EBNA-1 inh	LYPLA1 inh	pPAFAH inh
CS(=O)(=O)N(CC(=O)NCCC1=CCCCC1)c1cccc([N+](=O)[O-])c1	14	7	3	-6	4	6	-6	-3	-2
Cc1cccc(NS(=O)(=O)c2cc(C(=O)N3CCc4ccccc4C3)ccc2Cl)c1C	-6	6	1	9	1	9	2	-5	19
O=C(NC1CCCCC1)C(c1ccc(F)cc1)N(Cc1ccccc1)C(=O)CN1C(=O)c2ccccc2S1(=O)=O (stereo not given)	-5	-5	4	6	6	-11	-9	2	-3
CSCCC1C(C#N)=C(N)Oc2n[nH]c(-c3cccs3)c21 (stereo not given)	1	8	-1	-3	1	15	-3	0	5
COc1cc2c(cc1OC)CN(C(=O)CSc1nnc(C)s1)CC2	10	4	-3	-7	6	4	-2	-4	0
Cc1nn(CCO)c2c1C(=O)CCC2	13	3	4	-10	5	4	8	2	-4
COC(=O)Cc1c(C)c2ccc(OCC(C)=O)c(C)c2oc1=O	-5	3	6	5	8	0	6	0	5
CC1(C)CC(=O)C=C(Nc2ccc(F)cc2F)C1	7	0	-8	10	-3	-3	-10	-7	1
Cc1[nH]c2ccccc2c1SCCNC(=O)c1ccc(Br)o1	14	1	8	-1	8	30	6	0	19
CSCCC(NC(=O)COc1ccccc1)C(=O)OCC(=O)c1cc2ccccc2o1 (stereo not given)	1	2	-10	1	-6	0	1	-6	4
CCOc1cccc2sc(N(CCN(C)C)C(=O)c3ccc4c(c3)OCCO4)nc12	5	-2	13	-18	4	0	-1	3	8
Cn1c(-c2ccccc2Br)n[nH]c1=S	0	1	3	4	9	-4	11	2	4
COc1ccc2[nH]cc(CCNS(=O)(=O)c3ccc(NC(C)=O)cc3)c2c1	8	nt	-3	-20	nt	nt	-11	-4	-4
N/C(=N\OC(=O)Cc1ccc([N+](=O)[O-])cc1)c1cccc(Br)c1	0	15	-3	-6	24	14	-5	-3	11
O=C(NNS(=O)(=O)c1ccccc1)c1ccncc1	15	3	0	-1	5	-3	1	2	0
COc1ccc(/C=C2\SC(=O)N(CC(=O)NNC(=O)c3ccccc3O)C2=O)cc1OC	11	3	1	-12	11	22	1	2	10
Cc1ccccc1C(=O)N/C(=C/c1ccc(-c2cccnc2Cl)o1)C(=O)NCCCN1CCN(C)CC1	12	4	-3	8	7	-9	0	-1	3
CN1CCC(=O)N(CCSc2ccc(Br)cc2)CC1	-6	26*	-3	-13	11	12	-2	0	8
CCNc1sc(C(=O)c2cccs2)c(N)c1C#N	13	0	-1	2	7	4	1	2	7
CCOC1(c2ccccc2)OC(=O)c2ccccc21 (stereo not given)	-4	6	0	-11	-5	-2	-6	2	-9
O=Cc1cnc(N2CCN(Cc3ccccc3)CC2)s1	6	2	-9	16	1	-2	-1	-7	-1
Cc1ccc(C)c(Oc2cc(NN3CCCCC3)c([N+](=O)[O-])cc2[N+](=O)[O-])c1	14	9	4	-9	6	7	9	-1	0
CC(CO)N1CCS(=O)(=O)CC1 (stereo not given)	2	2	-2	4	5	21	-3	3	0
CCOc1ccc(NC(=O)CN2CCN(CC(=O)Nc3ccc4c(c3)OCCO4)CC2)cc1	-16	4	2	-15	-2	1	-8	2	2
CC(C)Cn1c(=S)[nH]c2ccccc2c1=O	4	1	-3	3	0	6	-12	-1	-7
SMILES	PREPL inh	PAFAH1B2 inh	LYPLA2 counter	ZTA counter	PAFAH1B3 inh	PAFAH2 inh	EBNA-1 inh	LYPLA1 inh	pPAFAH inh
CCOC(=O)c1cc(-c2ccc(OC)cc2)n(CCC(=O)NCCN2CCC(C)CC2)c1C	37	-6	3	-20	1	-1	-6	-2	9
O=C(Nc1cccc(F)c1)N1CC=C(n2c(=O)[nH]c3ccccc32)CC1	-10	1	1	0	2	4	-9	0	-5
Cc1cc(Cl)c2oc(C(=O)N(C)CCCCN3CCOCC3)c(C)c2c1	1	3	1	0	7	-1	7	4	5
CC(C)(C)c1cc(NS(=O)(=O)c2ccc3c(c2)OCCO3)on1	-7	3	2	21	13	1	6	-2	1
CC(C(=O)NC(c1ccccc1)c1ccccc1)N1CCOCC1 (stereo not given)	1	5	1	-9	-7	12	-7	2	1
Cc1c(C(=O)Oc2cccc3ccccc23)cnn1-c1ccccc1	23	4	-1	0	6	1	7	-1	6
CC(C)Cn1c(=O)c(C(=O)NCc2ccc3c(c2)OCO3)c(O)c2ccccc21	-9	1	-11	-2	-7	-7	-11	-9	-3
COc1cc2c(cc1OC)CN(CC(=O)Nc1ccc3c(c1)OC(F)(F)O3)CC2	16	-4	4	-20	0	-6	2	5	9
O=C(CCNS(=O)(=O)c1cccc2nonc12)N1CCN(c2cccc(Cl)c2)CC1	32	-1	48*	-21	4	12	6	3	0
COc1cc(/C=C/C(C)=O)cc(OC)c1OC	-4	3	3	-10	7	4	-1	0	-5
Clc1ccc(CNc2ccc3nnc(-c4ccccc4)n3n2)cc1	-12	-4	4	7	-4	0	1	1	3
Cc1ccnc(NC(=O)CCC(=O)N(CC(=O)NCc2ccc(F)cc2)CC2CCCO2)c1 (stereo not given)	0	3	3	-2	-4	-9	-8	0	9
CCCn1c(C)cc(/C=C(\C#N)C(=O)OCC(=O)NC(=O)NC(C)(C)C)c1C	-8	2	1	-7	5	7	2	1	4
CC(=O)c1ccc(NC(=O)COC(=O)CCC(=O)c2cccs2)cc1	-8	2	-10	19	-2	2	3	-6	5
NS(=O)(=O)c1ccc(CCn2c(=S)[nH]c3ccccc3c2=O)cc1	0	0	-3	-21	2	-9	6	-2	-6
O=c1cnn(Cc2c(Cl)cccc2Cl)c2ccccc12	-15	3	2	-2	12	4	2	-1	6
CCN(CC)C(=O)[C@H]1CC(CC(=O)NCc2cccc(C(F)(F)F)c2)C(=O)N2CCc3c([nH]c4ccccc34)[C@]12C (stereo not given in full)	24	2	nt	nt	5	-4	nt	nt	3
O=C(/C=C/c1ccccc1)NCCc1ccccc1	-1	5	-3	0	12	3	-1	-2	23
CCCNC(=O)COC(=O)c1cccnc1Nc1ccccc1F	-11	-2	-2	-11	-7	2	-3	2	4
O=S(=O)(Nc1cc(Sc2cccc3cccnc23)c(O)c2ccccc12)c1ccc(F)cc1	16	nt	5	17	nt	nt	33*	-2	34*
Clc1ccc(C2=NCCN2)cc1	15	1	-2	-9	-7	5	-15	3	3
O=S(=O)(NCCC1=CCCCC1)c1cccc(S(=O)(=O)N2CCOCC2)c1	2	10	6	3	3	-3	0	-2	30*
CCCCCCCNC(=O)CN1N=C(c2ccc(C)cc2)CCC1=O	-11	4	0	6	-1	6	5	2	7
CC(=O)Oc1ccc(C(=O)[C@H]2[C@H]3C(=O)N(c4ccc(C)cc4)C(=O)[C@H]3[C@@H]3C=CC=NN32)cc1	6	-6	8	-25	2	1	-8	-2	8
CC(C)c1nc2sc3c(=O)n(N)cnc3c2c2c1COC(C)(C)C2	-5	2	1	5	10	-5	-10	4	-3
SMILES	PREPL inh	PAFAH1B2 inh	LYPLA2 counter	ZTA counter	PAFAH1B3 inh	PAFAH2 inh	EBNA-1 inh	LYPLA1 inh	pPAFAH inh
Cc1ccc(NC2Sc3ccccc3NC2=O)cc1 (stereo not given)	9	-7	-2	-2	11	8	-4	-4	2
CCOC(=O)C1(CC2CCCCO2)CCN(C(=O)NCc2ccccc2)CC1 (stereo not given)	14	7	-1	-14	2	3	-8	-1	1
COc1ccc(/C=N/NC(=O)c2cc(C)n(-c3ccccc3)c2C)cc1OC	11	6	-2	15	14	1	-1	-6	15
CCOC(=O)c1ccc(S(=O)(=O)N2CCN(c3ccccn3)CC2)cc1	-72	-1	-3	15	3	-3	-2	-1	8
COc1ccc(C)cc1NC(=O)CCS(=O)(=O)c1cccc2nonc12	0	8	0	-17	2	12	7	-1	0
Cc1ccc(C)c2[nH]c(=O)c(CN(Cc3cccnc3)C(=S)NCc3ccco3)cc12	7	-1	6	14	5	0	10	0	3
O=C(/C=C/c1cccc(Cl)c1)NCc1ccncc1	2	3	2	1	2	5	7	-1	4
Cc1cc(/C=N/NC(=O)c2ccccn2)c(C)n1-c1cccc([N+](=O)[O-])c1	4	5	-2	-2	3	13	1	-2	7
COc1ccc(S(=O)(=O)N2CCOC23CCN(S(=O)(=O)c2cc(C)ccc2C)CC3)cc1	11	4	3	-1	7	8	-5	1	3
O=C(NCC1CCCC(CNC(=O)Nc2ccc(Cl)cn2)C1)Nc1ccc(Cl)cn1 (stereo not given)	-10	26*	-3	-13	-2	21	-6	-4	2
O=c1oc(C2(O)CCCCC2)cc2ccc(-c3ccc4[nH]ccc4c3)cc12	5	0	nt	nt	10	-5	nt	nt	2
COc1ccc(C(=O)Nc2ccccc2N2CCOCC2)cc1S(=O)(=O)N1CCOCC1	-1	-1	-2	1	0	-6	nt	1	-1
COc1cc(CN2CCNC(=O)C2CC(=O)N2CCc3ccccc3C2)cc(OC)c1 (stereo not given)	3	4	-3	-30	-1	1	3	-2	0
COc1ccc(-c2nn(-c3ccccc3)cc2CN(C)CCn2ccnc2C)c(F)c1	23	1	3	0	9	-1	-1	2	0
COc1ccc(OC)c(S(=O)(=O)N2CCN(C(=O)CCc3ccccc3)CC2)c1	37	-5	-1	5	0	3	-2	2	-1
O=C(CCNC(=O)c1ccc([N+](=O)[O-])cc1)Oc1ccc(F)c(F)c1	14	8	nt	nt	8	2	nt	nt	2
CC(C)CNC(=O)C1CCN(CC2CCCCC2)CC1	3	5	-2	-4	9	-1	5	-1	-1
CCOC(=O)CN(C(=O)CSc1nnnn1C)c1ccccc1	3	1	nt	nt	15	-8	nt	nt	1
Cc1[nH][nH]c(=O)c1C(c1c(C)[nH][nH]c1=O)c1cn(Cc2ccc(F)cc2)c2ccccc12	8	3	6	9	17	-3	4	3	10
CC(C)c1[nH]nc2c1C(Cc1ccccc1)C(C#N)=C(N)O2 (stereo not given)	2	15	-5	17	4	16	2	-4	4
C=CCN(C(=O)OC(C)(C)C)S(=O)(=O)NCc1ccccc1	-5	3	1	-12	7	0	nt	0	1
CC(=O)Nc1ccc(CN2CCCC(C(=O)c3cccc(C(F)(F)F)c3)C2)cc1 (stereo not given)	-10	3	4	-7	-9	-2	4	1	0
NNC(=O)Cn1cnc2ccccc21	14	1	5	4	4	3	10	4	4
O=C(CCn1c(=O)oc2ccccc21)Nc1cccc(Cl)c1	-27	1	2	26	8	43*	36*	2	9
COCCCNC(=O)CN1C(=O)COc2ccc(S(=O)(=O)N3CCCCCC3)cc21	2	1	1	0	5	-2	9	0	0

With a hit mark in PAFAH2 inh, of those listed so far:
molecule | PREPL inh | PAFAH1B2 inh | PAFAH1B3 inh | PAFAH2 inh | EBNA-1 inh | pPAFAH inh
O=C(CCn1c(=O)oc2ccccc21)Nc1cccc(Cl)c1 | -27 | 1 | 8 | 43* | 36* | 9

(continued)
SMILES	PREPL inh	PAFAH1B2 inh	LYPLA2 counter	ZTA counter	PAFAH1B3 inh	PAFAH2 inh	EBNA-1 inh	LYPLA1 inh	pPAFAH inh
O=C(Nc1ccc(S(=O)(=O)N2CCCCC2)cc1)C1CC(=O)N(Cc2ccccc2)C1 (stereo not given)	2	3	-1	-4	7	0	-8	-2	-3
COc1nn(-c2nc(-c3ccccc3)cc(C(F)(F)F)n2)cc1[N+](=O)[O-]	1	-3	-4	11	1	-11	-3	-2	0
CC(=O)Nc1ccc2nc(-c3ccco3)[nH]c2c1	4	-1	1	-2	-2	1	6	1	1
C#CCSc1nnc(C)c(C)n1	0	0	-7	5	4	4	9	-1	4
O=C1c2cc(S(=O)(=O)NCCO)ccc2-c2ccc(S(=O)(=O)NCCO)cc21	1	-2	-3	22	3	-2	10	2	3
COCCNC(=O)c1ccc2c(c1)nc(C)n2-c1cccc(F)c1	2	-4	5	6	-2	3	4	2	4
COc1cccc(OC)c1OCCN(C)C	1	-1	-2	12	-2	1	10	-1	6

Source: PubChem BioAssay
